CAL PDZ FP = inhibitors of human CAL PDZ peptide binding | purified CAL PDZ, TMR-peptide fluorescence polarization, 1 h | actives 0.92% (n = 300,000) | inhibition, % at 24.9 µM;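 active = mean inhibition of at least 30% with at least half of replicates also reaching 30%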;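 note: 0% = DMSO neutral control and 100% = excess unlabeled competitor peptide PRC23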
OPRM1-OPRD1 inv = mu-delta opioid heterodimer inverse agonism. P35372+P41143. cell-based MOR-DOR heterodimer luminescence. inhibition, % at 9.3 µM. actives 0.21% (n = 340,000). AID 504357; in the data active = inhibition above about 22%, passing the limit was not always enough;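 note: 0% = cells with DMSO and 100% = wells without cells with DMSO; values of inactives mirror those of a sister screen read the other way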
V-ATPase pH = regulators of yeast V-ATPase proton transport. actives 0.37% (n = 350,000). AID 504577. response, % at 10 µM. S. cerevisiae, pHLuorin cytosolic pH fluorescence; in the data active = response mostly above about 7.3%, no sharp cut-off; inactive = mostly below about 5.4%; note: actives read high; inactives centre near 0; some compounds called inactive have numbers as strong as hits; reference of the scale not given here
HTR5A inv ctr = counter-screen for OPRM1-OPRD1 inverse agonists: human HTR5A inverse agonism | actives 0.083% (n = 340,000) | inhibition, % at 9.3 µM | AID 504634 | HTR5A cell line, luminescence; in the data active = inhibition mostly above about 23%, no sharp cut-off; inactive = mostly below about 18%;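 note: 0% = cells with DMSO and 100% = no-cell wells with DMSO; some compounds called inactive have numbers as strong as hits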
Target sequence (P47898 whole entry, looked up): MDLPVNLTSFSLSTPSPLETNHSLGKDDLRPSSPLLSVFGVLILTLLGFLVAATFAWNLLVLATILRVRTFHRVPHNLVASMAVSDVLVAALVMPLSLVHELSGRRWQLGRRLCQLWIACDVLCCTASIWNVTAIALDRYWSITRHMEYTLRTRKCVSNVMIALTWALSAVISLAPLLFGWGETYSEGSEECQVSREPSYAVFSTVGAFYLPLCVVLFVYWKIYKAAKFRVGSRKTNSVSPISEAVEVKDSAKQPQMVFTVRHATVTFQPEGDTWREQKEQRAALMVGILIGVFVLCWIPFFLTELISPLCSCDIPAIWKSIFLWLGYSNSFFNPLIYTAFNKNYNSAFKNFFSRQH
RTF Ca sens inh = cardiac RTF calcium desensitization | actives 0.12% (n = 340,000) | inhibition, % at 7.15 µM | IANBD-labeled cardiac RTF, Ca2+ fluorescence | AID 493244;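 active = inhibition above the mean inhibition of all tested compounds plus 3 SD, cut at about 17% in these data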;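 note: assay run at fixed EC70 calcium of 1.6 mM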
RTF Ca sens act = cardiac RTF calcium sensitization. activation, % at 7.2 µM. IANBD-labeled TnC RTF fluorescence at EC20 calcium; 0% EC20 calcium, 100% full calcium. actives 0.24% (n = 340,000);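 active = activation above the mean over all tested compounds plus 3 SD, cut at about 30% in these data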;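 note: rise in fluorescence read as greater calcium sensitivity of cardiac thin filaments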
OPRM1-OPRD1 ag = agonists of human mu-delta opioid receptor heterodimerization. P35372+P41143. cells, OPRM1-OPRD1 heterodimerization, luminescence. activation, % at 9.3 µM. actives 0.3% (n = 340,000). AID 504326; in the data active = activation above about 18%;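 note: 0% = vehicle-treated cells and 100% = reference agonist; values of inactives mirror those of a sister screen read the other way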
C-LANA FP = blocks KSHV LANA C-terminal domain binding to DNA | MBP-C-LANA/FAM-LBS DNA binding, fluorescence polarization | inhibition, % at 9 µM | actives 0.078% (n = 340,000) | AID 504423;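 active = highest replicate inhibition at or above 60% at 9 µM, even if other replicates fall short; inactive = all replicates below 60% inhibition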;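 note: 0% = neutral control wells and 100% = 4 µM acridine orange control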
HTR5A ag = counter-screen for OPRM1-OPRD1 agonists: human HTR5A agonism. P47898. HTR5A agonist assay, luminescence, cell-based. activation, % at 9.3 µM. actives 0.61% (n = 340,000). AID 504692; in the data active = activation mostly above about 9.5%, no sharp cut-off; inactive = mostly below about 7.6%;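 note: 0% = cells with vehicle only and 100% = reference agonist; strong numbers were not always called active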
Keap1 Nrf2 FP = inhibitors of human Keap1-Nrf2 protein-protein interaction; AID 504523; Keap1 Kelch-Nrf2 peptide fluorescence polarization, 1536-well; Q14145; actives 0.15% (n = 340,000); inhibition, % at 9.4 µM; in the data active = inhibition above about 12%;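 note: human Keap1 Kelch domain with fluorescein labeled Nrf2 9mer peptide probe; 0% = neutral control wells and 100% = peptide positive control; higher means more block of Keap1 binding to Nrf2 peptide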
Target sequence (Q14145 whole entry, looked up, the tested form may be a part): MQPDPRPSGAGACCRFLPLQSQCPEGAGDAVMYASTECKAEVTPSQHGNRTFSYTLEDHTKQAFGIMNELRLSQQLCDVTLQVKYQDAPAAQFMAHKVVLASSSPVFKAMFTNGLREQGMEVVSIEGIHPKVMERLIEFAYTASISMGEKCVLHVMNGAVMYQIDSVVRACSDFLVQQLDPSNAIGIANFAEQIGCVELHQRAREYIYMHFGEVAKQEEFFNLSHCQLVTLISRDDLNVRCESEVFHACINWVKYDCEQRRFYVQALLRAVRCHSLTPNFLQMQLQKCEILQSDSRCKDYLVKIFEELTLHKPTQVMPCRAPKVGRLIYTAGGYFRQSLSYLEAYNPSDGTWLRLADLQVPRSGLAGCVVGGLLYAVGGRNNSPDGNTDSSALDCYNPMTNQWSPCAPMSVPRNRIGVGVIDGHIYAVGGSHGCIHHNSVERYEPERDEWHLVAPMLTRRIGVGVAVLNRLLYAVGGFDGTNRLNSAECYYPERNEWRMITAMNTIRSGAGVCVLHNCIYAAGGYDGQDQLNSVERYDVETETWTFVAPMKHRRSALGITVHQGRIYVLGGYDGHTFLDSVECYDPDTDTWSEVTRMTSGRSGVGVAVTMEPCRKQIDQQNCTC
Active calls of the source: *; x = no result given.

SMILES	CAL PDZ FP	OPRM1-OPRD1 inv	V-ATPase pH	HTR5A inv ctr	RTF Ca sens inh	RTF Ca sens act	OPRM1-OPRD1 ag	C-LANA FP	HTR5A ag	Keap1 Nrf2 FP
Cc1c(C(=O)N(CCc2ccccc2)Cc2ccccc2)cccc1[N+](=O)[O-]	-2.5	-7.0	-2.8	2.3	-5.5	2.8	1.3	-0.8	10.7	2.6
O=C(N/N=C/c1ccccc1O)NC12CC3CC(CC(C3)C1)C2	-3.1	-41.9	0.0	6.3	-0.6	-3.7	9.0	0.1	-1.8	0.9
Cc1ccc(C(=O)NCCNC(=O)CN2CCOCC2)cc1	1.4	2.2	-0.1	-0.8	-3.5	2.5	-0.5	0.1	0.3	3.6
Cc1cc(S(=O)(=O)NCC(c2ccc(F)cc2)N2CCN(C)CC2)ccc1F (stereo unspecified)	x	9.9	-2.1	-9.4	5.5	-8.0	-2.0	0.9	0.4	2.1
CCOC(=O)C1=NOC(CNC(=O)C2=NOC(CNC(=O)c3c(-c4ccccc4Cl)noc3C)C2)C1 (stereo unspecified)	-1.4	-4.8	-1.9	-24.2	-1.8	1.9	1.1	0.3	9.7	2.5
Cc1ccc(NC(=O)CCc2ccc(S(=O)(=O)NC3CCCCC3)cc2)cc1	x	1.2	-2.4	-24.0	-6.0	-2.9	-0.3	0.8	1.8	0.7
Cc1ccc(-c2nc(-c3ccncc3)no2)c(Cl)c1	-7.2	-14.7	7.1	13.4	-2.8	5.3	3.1	0.4	-3.6	-6.7
O=C(NC1CCCCC1)C(c1ccc(O)c(O)c1)N(C(=O)Cn1nnc2ccccc21)c1cccc(O)c1 (stereo unspecified)	-1.5	11.8	1.1	6.6	4.2	-1.9	-2.1	0.8	-2.3	0.9
Cc1ccsc1CN(C)Cc1nc(C2CC2)no1	-2.3	-7.6	0.1	2.1	-1.6	-0.2	1.0	1.0	-0.7	-3.7
CC(C)(C)c1cc(/C=C2\NC(=O)NC2=O)cc(C(C)(C)C)c1O	0.3	-7.4	2.5	-2.2	-6.5	3.1	1.3	-0.3	0.6	-2.8
CCN(CC)CCCN(C(=O)c1ccc(F)cc1)c1nc(-c2ccc(OC)cc2)cs1	3.7	0.6	1.3	9.7	-4.4	-1.1	-0.1	-1.2	-1.8	-1.1
CCCCCCNC(=O)N[C@H](C(=O)NCCC[C@H]1CN2C(=NC[C@H]2C)N1CCC(c1ccccc1)c1ccccc1)C(C)O (stereo partly specified)	-3.3	11.2	2.5	9.0	-3.9	-1.4	-2.0	-2.5	2.4	-4.5
CC(=O)N1N=C(c2ccc(C)cc2)OC1c1ccc(C(C)C)cc1 (stereo unspecified)	5.2	-33.5	0.5	4.4	-1.2	1.2	6.7	0.4	0.2	-3.0
FC(F)(F)COc1ccc(-c2nnc(SCc3ccccc3)o2)cn1	x	11.1	-1.3	6.9	-1.6	-0.3	-2.1	1.8	-1.7	2.9
COc1cc(/C=N/Nc2nn3cnnc3c3ccccc23)cc(OC)c1OC	-1.7	-7.0	5.8	-31.8	-1.7	-2.7	1.2	-0.2	2.0	5.4
C=CCSc1nc(N)c2c3c(sc2n1)CN(C)CC3	0.4	7.8	3.8	5.8	-5.3	3.3	-1.6	0.9	-1.5	2.1
CCO[C@@H]1OC(C(=O)NCc2ccccc2)=C[C@H](c2ccc3c(c2)OCO3)[C@H]1CCCO	2.0	8.4	0.7	-26.3	-12.8	4.8	-1.6	0.8	-1.2	-2.3
O=C(C1CCN(S(=O)(=O)N2CCC3(CC2)OCCO3)CC1)N1CCCCC1	x	5.0	1.2	-12.5	-14.3	15.1	-0.9	-0.9	3.2	-2.5
O=C(O)CCC(=O)NNC(=O)CCC(=O)Nc1ccccc1	8.8	x	1.2	x	x	x	x	-0.6	x	-4.3
CCOC(=O)N/N=C\C=C\c1ccc2c(c1)OCO2	0.5	-4.8	1.8	10.8	-23.4	0.8	0.7	-1.3	-4.3	-5.5

Arranged by SMILES length (ascending): part of the list above.
SMILES	CAL PDZ FP	OPRM1-OPRD1 inv	V-ATPase pH	HTR5A inv ctr	RTF Ca sens inh	RTF Ca sens act	OPRM1-OPRD1 ag	C-LANA FP	HTR5A ag	Keap1 Nrf2 FP
C=CCSc1nc(N)c2c3c(sc2n1)CN(C)CC3	0.4	7.8	3.8	5.8	-5.3	3.3	-1.6	0.9	-1.5	2.1
CCOC(=O)N/N=C\C=C\c1ccc2c(c1)OCO2	0.5	-4.8	1.8	10.8	-23.4	0.8	0.7	-1.3	-4.3	-5.5
FC(F)(F)COc1ccc(-c2nnc(SCc3ccccc3)o2)cn1	x	11.1	-1.3	6.9	-1.6	-0.3	-2.1	1.8	-1.7	2.9
COc1cc(/C=N/Nc2nn3cnnc3c3ccccc23)cc(OC)c1OC	-1.7	-7.0	5.8	-31.8	-1.7	-2.7	1.2	-0.2	2.0	5.4
O=C(C1CCN(S(=O)(=O)N2CCC3(CC2)OCCO3)CC1)N1CCCCC1	x	5.0	1.2	-12.5	-14.3	15.1	-0.9	-0.9	3.2	-2.5
CCN(CC)CCCN(C(=O)c1ccc(F)cc1)c1nc(-c2ccc(OC)cc2)cs1	3.7	0.6	1.3	9.7	-4.4	-1.1	-0.1	-1.2	-1.8	-1.1
CCO[C@@H]1OC(C(=O)NCc2ccccc2)=C[C@H](c2ccc3c(c2)OCO3)[C@H]1CCCO	2.0	8.4	0.7	-26.3	-12.8	4.8	-1.6	0.8	-1.2	-2.3

(further entries)
SMILES	CAL PDZ FP	OPRM1-OPRD1 inv	V-ATPase pH	HTR5A inv ctr	RTF Ca sens inh	RTF Ca sens act	OPRM1-OPRD1 ag	C-LANA FP	HTR5A ag	Keap1 Nrf2 FP
COC(=O)c1ccccc1NC(=O)NCc1ccccc1	-2.1	3.2	-3.8	23.7	-12.1	0.7	-0.5	-1.2	-5.7	0.9
Cc1ccccc1OCC(=O)Nc1ccccc1N1CCC(C)CC1	1.7	-12.3	6.1	4.1	-7.9	5.5	2.1	-2.3	-1.6	2.1
CN(C)S(=O)(=O)N1CCc2ccccc21	-7.1	9.6	-3.5	-2.6	-2.5	-1.8	-1.6	1.9	0.3	-0.4
CCCOc1cccc(NC(=O)OC2CCN(C)CC2)c1	15.4	8.2	-0.1	24.3	-0.1	-4.2	-1.5	1.9	6.6	1.8
CCOCCCNC(=S)Nc1ccc(Br)cc1Cl	-4.9	2.3	-0.8	3.6	2.0	-4.4	-0.4	1.8	-1.2	-0.7
O=C(COc1ncnc2ccccc12)NCc1ccc2c(c1)OCO2	-1.7	-18.4	1.9	-11.8	8.7	-0.7	3.2	-0.6	-1.3	-2.8
CCCn1c(=N)n(CC(=O)c2ccc([N+](=O)[O-])cc2)c2ccccc21	-1.6	-42.5	1.3	7.3	-14.2	10.6	9.3	0.7	-2.9	-2.3
Cc1ccc(/C=N/NC(=O)c2ccc(Cn3cc([N+](=O)[O-])cn3)o2)cc1	0.0	3.2	1.4	-6.4	-1.4	-0.9	-0.5	1.4	3.4	0.9
CCOC(=O)C(=NCCCN1CCOCC1)NNc1cccc(C(F)(F)F)c1	x	0.3	3.5	-17.7	-9.8	-3.0	-0.1	-0.6	7.0	-3.6
O=[N+]([O-])c1ccccc1N/N=C/c1c[nH]c2ccccc12	-1.3	-3.9	-2.4	25.4	11.3	-12.6	0.7	0.5	-6.9	-1.8
O=C(NCc1ccccc1)[C@]1(C(F)(F)F)C[C@H](CCc2ccccc2)CCCO1	-8.3	-16.1	0.6	-24.5	-12.9	3.2	2.8	2.5	9.1	-8.2
CSc1nc2sc3c(c2c(=S)[nH]1)CC(C)(C)OC3	-1.6	16.4	-2.2	13.7	-4.8	0.4	-3.5	0.1	-3.8	-1.8
O=C(Nc1ccc(C(=O)N2CCCC2)cc1)c1cccc(C(F)(F)F)c1	-2.9	5.4	-5.3	-1.2	-5.7	-5.4	-1.1	-1.9	0.5	-0.3
C[C@H](NS(=O)(=O)c1ccc2c(c1)OCCCO2)C(=O)N1CCN(Cc2ccccc2)CC1	-1.7	9.4	-0.9	-17.5	-6.4	-0.7	-1.5	1.0	-2.0	-6.8
COCCN(CC1CCCN(C2Cc3ccccc3C2)C1)C(=O)c1cccc(C)c1 (stereo unspecified)	-49.3	4.5	-2.2	-14.0	-10.7	0.2	-0.9	-2.4	3.7	-0.2
CNC(=S)NCCc1ccc(OC)c(OC)c1	1.4	15.5	1.5	20.9	-1.5	1.2	-2.6	1.3	-7.9	-1.2
C/C=C(\C)c1nnc(NC(=O)c2ccco2)s1	-2.3	8.4	-2.9	-4.5	0.1	0.7	-1.7	-0.1	-1.3	0.4
CC(C)NC(=O)c1cc2c(=O)n3ccccc3nc2s1	-5.2	20.2	0.1	-3.1	-0.4	3.6	-4.5	-0.4	0.8	-2.0
CCOC(=O)N1CCN(C(=O)c2cccc(N3C(=O)NC4CC3(C)Oc3ccc(Cl)cc34)c2)CC1 (stereo unspecified)	-0.9	4.1	-1.0	-25.9	-5.8	-4.7	-0.8	-0.7	-2.1	-1.4
O=C(c1ccc(COc2ccccc2Cl)o1)N1CCOCC1	-2.4	7.5	0.6	-14.0	-7.8	-2.4	-1.2	0.2	4.9	-5.5
COc1cc(C(=O)N[C@@H](C)C(=O)NCc2ccco2)cc(OC)c1OC	5.5	2.9	-2.3	-2.0	-4.6	-4.0	-0.6	0.8	0.7	-2.3
Cc1ccc(-n2nnnc2SCC(=O)c2c(N)n(C3CC3)c(=O)[nH]c2=O)cc1	x	6.2	747.8*	-11.6	-9.3	8.8	-1.2	22.0	3.2	42.1*
Cc1ccccc1-c1nc(P(=O)(c2ccccc2)c2ccccc2)c(N2CCOCC2)o1	-4.9	10.8	-3.2	26.7	-2.1	2.2	-2.2	1.4	-1.6	-0.3
O=C(Cn1[nH]c(=O)c2ccccc2c1=O)NC1CCCCCC1	-0.6	0.7	2.9	-4.0	-3.4	-3.4	-0.2	-0.1	1.7	-2.2
Cc1ccc(OCC(=O)Nc2ccc(O)c(C(=O)O)c2)cc1C	-7.7	-2.4	0.1	14.4	-3.6	-0.8	0.4	1.2	0.3	-3.8
CCOC(=O)C(C)(C)N(Cc1ccc(C)cc1)S(=O)(=O)c1ccc(Cl)c([N+](=O)[O-])c1	-2.1	-14.7	-3.0	-21.9	12.7	2.2	2.6	1.8	1.4	-2.0
CC1CCc2nn(CC(=O)NCCCN3CCOCC3)cc2C1 (stereo unspecified)	x	4.6	1.6	8.0	-15.6	4.6	-0.9	0.4	-2.9	6.1
COc1ccc(OCC(=O)NC2CCCc3ccccc32)cc1 (stereo unspecified)	x	2.0	-6.0	8.3	-4.6	-1.0	-0.3	0.1	-3.1	-0.7
COc1cc(C(=O)Nc2ccc(-c3nc4cc(C)ccc4o3)c(O)c2)cc(OC)c1OC	-3.3	10.7	-3.2	-13.8	8.4	6.7	-1.9	0.2	2.6	-0.4
CCCc1cc(C(=O)N2CCN(c3ccc(C(F)(F)F)cn3)CC2)sc1C	-3.1	-25.1	0.3	-18.0	-3.9	8.9	4.5	0.2	7.4	2.5
O=C(CCC(=O)Nc1ccccc1Cl)NNC(=S)Nc1ccccc1C(F)(F)F	-2.8	11.1	6.9	0.0	1.9	-0.1	-2.1	-0.2	-0.2	-3.8
O=C(NC(=O)c1cc(OCC(F)(F)F)ccc1OCC(F)(F)F)Nc1ccccc1	x	-27.2	1.3	-14.4	-7.7	-4.9	5.5	0.5	1.6	4.5

Compound activity as filed in PubChem.
